High-throughput results (PubChem)
PGC1a acetyl inh = lowers PGC1a acetylation signal in U2OS cells. AlphaScreen anti-acetyl-lysine; with virally co-expressed GCN5 acetyltransferase. inhibition, % at 15.6 µM. actives 0.17% (n = 350,000). AID 651687;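 active = every replicate shows inhibition of at least 40%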;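 note: 0% = neutral control wells and 100% = positive control wells; some results beyond the cut were filed as inactive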
miR122 inh = miR-122 inhibition in Huh7 cells. Huh7 miR-122 Renilla luciferase sensor, 48 h; neutral wells = 0, positive control = 100. activation (reporter increase), % at 12.5 µM. actives 0.3% (n = 340,000). AID 602342;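 active = mean replicate activation score at least 90 and every replicate individually at or above 90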;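 note: higher luciferase means less miR-122 activity so hits act as miR-122 inhibitors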
C2C12 statin = suppressors of simvastatin-induced myotoxicity in C2C12 myotubes. rescue of ATP level, % at 7.49 µM. actives 0.78% (n = 330,000). ATP luminescence, 48 h; scaled: DMSO 0, geranylgeraniol control 100. AID 602340;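 active = mean ATP rescue above about 67%, or every replicate alone reaching that limit, limit read from the data, passing the limit was not always enough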;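 note: myotubes were challenged with 10 µM simvastatin during compound exposure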
Cneo AK release = causes C. neoformans cell lysis | actives 0.2% (n = 360,000) | adenylate kinase release luminescence, 4 h; normalised: neutral wells 0, clomiphene wells 100 | lysis activity, % at 15 µM;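 active = mean lysis activity across replicates of at least 80%, whatever share of replicates individually reach that level; inactive = mean lysis activity below 80%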
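Material: C. neoformans cells | Amount: Yeast cell density of 5 × 10^6 cells/mL | Medium: Fresh YPD growth medium | Dosing: Single dose | Times: Static 4 h at 37 °C with compound, 1 h detection | Detection: AK luminescence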
PglD DTNB = PglD (C. jejuni) enzyme inhibition. inhibition, % at 12.5 µM. purified PglD enzyme, DTNB colorimetric CoA detection. actives 0.098% (n = 360,000); in the data active = inhibition above about 16%, passing the limit was not always enough; note: strong numbers were not always called active
CFTR F508del cor = CFTR F508del correction in bronchial cells; CFBE cells, YFP halide quenching; stimulated with forskolin plus potentiator P3; % fluorescence drop versus neutral controls; activity (quench increase), % at 7.58 µM; actives 0.36% (n = 350,000);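 active = mean added fluorescence quench of at least 8% versus neutral control, with both replicates also reaching 8%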;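 note: cells transiently co-express mutant CFTR-F508del with the halide-sensitive YFP; corrector assay measuring rescue of mutant channel to the surface after 24 h compound exposure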
GSIS activator = GLuc luminescence reporter in INS-1E cells, primary screen for activators of glucose-dependent secretion of insulin; actives 0.61% (n = 370,000); AID 743287; INS-1E GLuc reporter insulin secretion, 2-3 h; activation, % at 16.6 µM;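 active = lowest replicate activation of at least 40%, so every replicate reaches that level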;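 note: 0% = median of neutral control wells and 100% = median of IBMX positive control wells; some compounds called inactive have numbers as strong as hits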
FN deposition inh = fibronectin deposition inhibition; AH1F fibroblasts, Alexa488-fibronectin deposition fluorescence, overnight; inhibition, % at 12.6 µM; actives 0.086% (n = 350,000);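 active = mean inhibition across replicates of 30% or more, regardless of how many single replicates reach that level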;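 note: positive control wells lacked labelled fibronectin entirely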
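test system = AH1F fibroblasts assembling fluorescent fibronectin matrix | quantity = 10000 AH1F cells per well | buffer or medium = DMEM plus 2% serum, read in PBS | doses = single dose, pinned | incubation = 1 h cell attachment, overnight exposure to compound and label | detection = fluorescence at 485 nm excitation, 525 nm emission | read-out basis = inhibition from reduced deposited-fibronectin fluorescence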
* = called active by the depositor; & = joins results of further samples; [ ] = another dose, or the depositor's remark.

For Nc1nc(N)c2c(n1)CCCC2 the results were PGC1a acetyl inh -7.7, miR122 inh -0.9, C2C12 statin -6.6, CFTR F508del cor 2.6, GSIS activator 19.3 and FN deposition inh -26.8.
For COc1ccccc1N1CC(C(=O)Nc2ccc(N3CCOCC3)cc2)CC1=O (stereo not drawn) the results were C2C12 statin 2.5, Cneo AK release -0.3, PglD DTNB -3.1, CFTR F508del cor -0.1, GSIS activator 7.1 and FN deposition inh -6.5.
Screening CC(C)CC#Cc1ccc2c(c1)O[C@H](CN(C)Cc1ccc3c(c1)OCO3)[C@H](C)CN([C@H](C)CO)S2(=O)=O returned PGC1a acetyl inh -3.6, miR122 inh 13.3[16.7 µM], C2C12 statin -9.3, Cneo AK release 26.9, PglD DTNB 0.4, CFTR F508del cor 0.4, GSIS activator -17.7 and FN deposition inh 4.1.
`CN(C/C=C/c1ccccc1)C1CCCCC1` gave PGC1a acetyl inh 4.1, miR122 inh 20.9, C2C12 statin -2.5, Cneo AK release -2.4, PglD DTNB -1.8, GSIS activator 4.9 and FN deposition inh 15.7.
O=C1CSC(c2cn(-c3ccccc3)nc2-c2cc3ccccc3o2)N1Cc1ccccc1 (stereo not drawn) was read as PGC1a acetyl inh 6.0, miR122 inh -2.1, Cneo AK release -0.3, PglD DTNB 6.9 and FN deposition inh -19.0.
For O=S(=O)(c1cccc(F)c1)N1[C@@H]2CNC[C@H]1C2c1ccc(/C=C/c2ccccc2)cc1 (stereo partly drawn) the results were PGC1a acetyl inh -3.7&-0.8, CFTR F508del cor -0.1&3.5, GSIS activator 12.0&9.8 and FN deposition inh -4.2&-2.7.
For COc1ccc(OCC(=O)Nc2cc(S(=O)(=O)N3CCCCC3)ccc2OC)cc1 the results were PGC1a acetyl inh 12.3, miR122 inh 2.7, C2C12 statin 2.1, Cneo AK release -2.8, PglD DTNB 0.9, CFTR F508del cor -2.0, GSIS activator -2.5 and FN deposition inh -4.9.
Screening CCCc1cc(=O)oc2cc(OC(C)C(=O)NCc3ccccn3)c(Cl)cc12 (stereo not drawn) returned PGC1a acetyl inh -13.9, miR122 inh -3.3, C2C12 statin -15.5, Cneo AK release 35.2, PglD DTNB 3.5, CFTR F508del cor -0.7, GSIS activator 7.7 and FN deposition inh 3.4.
For CC(N=C1NS(=O)(=O)c2ccccc21)C(=O)OCC(=O)N(C)C1CCS(=O)(=O)C1 (stereo not drawn) the results were C2C12 statin -1.1, Cneo AK release -1.1, PglD DTNB 6.6, CFTR F508del cor 0.2, GSIS activator 23.3 and FN deposition inh -1.3.
Screening COc1cccc2c(=O)c3c([nH]c12)OC(C)(C)C3 returned PGC1a acetyl inh -7.4, miR122 inh 4.6, C2C12 statin 3.3, Cneo AK release 1.8, PglD DTNB 12.6, CFTR F508del cor 2.8, GSIS activator -7.6 and FN deposition inh 5.7.
Screening COc1ccc(C(C(=O)NCC2CCCO2)N(C(=O)Cn2nnc3ccccc32)c2ccccc2C(C)=O)cc1OC (stereo not drawn) returned C2C12 statin 1.4, Cneo AK release 1.0, PglD DTNB 0.9, CFTR F508del cor 0.3, GSIS activator -2.7 and FN deposition inh -1.0.
`COc1ccccc1NC(=O)C(C)OC(=O)C(C)SCC(=O)Nc1ccc(C)cc1` (stereo not drawn) gave PGC1a acetyl inh -7.5, miR122 inh 1.3, C2C12 statin 14.2, PglD DTNB -0.5, CFTR F508del cor -0.3, GSIS activator -49.2 and FN deposition inh 3.7.

The last three records of the part above come first, to join the parts.
Screening COc1cccc2c(=O)c3c([nH]c12)OC(C)(C)C3 returned PGC1a acetyl inh -7.4, miR122 inh 4.6, C2C12 statin 3.3, Cneo AK release 1.8, PglD DTNB 12.6, CFTR F508del cor 2.8, GSIS activator -7.6 and FN deposition inh 5.7.
Screening COc1ccc(C(C(=O)NCC2CCCO2)N(C(=O)Cn2nnc3ccccc32)c2ccccc2C(C)=O)cc1OC (stereo not drawn) returned C2C12 statin 1.4, Cneo AK release 1.0, PglD DTNB 0.9, CFTR F508del cor 0.3, GSIS activator -2.7 and FN deposition inh -1.0.
`COc1ccccc1NC(=O)C(C)OC(=O)C(C)SCC(=O)Nc1ccc(C)cc1` (stereo not drawn) gave PGC1a acetyl inh -7.5, miR122 inh 1.3, C2C12 statin 14.2, PglD DTNB -0.5, CFTR F508del cor -0.3, GSIS activator -49.2 and FN deposition inh 3.7.
For COc1ccc(N2CCC(CNC(=O)Nc3ccccc3)C2)cc1 (stereo not drawn) the results were PGC1a acetyl inh -5.6, miR122 inh -6.9, C2C12 statin 26.3, Cneo AK release 9.3, PglD DTNB 12.1, GSIS activator -5.3 and FN deposition inh -7.9.
`COc1ccc(S(=O)(=O)Oc2ccccc2C(N)=O)cc1` gave PGC1a acetyl inh -6.5, miR122 inh -3.7, C2C12 statin -10.6, Cneo AK release -0.2, PglD DTNB -4.9, CFTR F508del cor -1.5, GSIS activator 27.6 and FN deposition inh -2.5.
Screening O=C(NC1CCCCCC1)c1cc(S(=O)(=O)N2CCC3(CC2)OCCO3)ccc1F returned PGC1a acetyl inh -19.3, miR122 inh 0.1, C2C12 statin -34.4, Cneo AK release -0.9, PglD DTNB 1.4, CFTR F508del cor -1.4 and GSIS activator -26.8.
CCOCCOc1cc(NCc2ccccc2)c2ncn(C(C)C)c2c1 was read as PGC1a acetyl inh -17.4, miR122 inh 6.2, C2C12 statin 17.5, Cneo AK release -19.2, PglD DTNB 9.9, CFTR F508del cor 5.6, GSIS activator -5.2 and FN deposition inh -8.7.
COc1cccc(-c2ccc([C@@H]3[C@@H](CO)N4CCCCN(CC5CC5)C[C@H]34)cc2)c1 was read as PGC1a acetyl inh -21.2, miR122 inh 0.6[16.7 µM], C2C12 statin -4.9, Cneo AK release -2.5, PglD DTNB 8.4, CFTR F508del cor -2.8 and GSIS activator 14.3.
CCn1c(SCc2cccnc2)nnc1-c1c[nH]c2ccccc12 was read as PGC1a acetyl inh 1.3, miR122 inh -0.6, C2C12 statin -4.8, Cneo AK release 1.8, PglD DTNB 0.1, CFTR F508del cor -1.5, GSIS activator 0.4 and FN deposition inh 0.3.
Screening Oc1c(Cl)cc(Cl)cc1CNc1ccc(Br)cn1 returned PGC1a acetyl inh -1.2, miR122 inh -4.3, Cneo AK release 9.4, PglD DTNB -2.6 and FN deposition inh 1.3.
`COc1ccc(NC(=O)CC(=O)Nc2ccc(OC)cc2OC)c(OC)c1` gave miR122 inh 0.9, C2C12 statin 9.6, Cneo AK release 2.0, PglD DTNB 11.9 and FN deposition inh 12.6.
COCCNC(=O)c1cnn2c(C(F)(F)F)cc(-c3ccc(C)cc3)nc12 was read as PGC1a acetyl inh -7.6, miR122 inh 2.8, C2C12 statin 1.8, Cneo AK release 1.5, PglD DTNB 4.0, CFTR F508del cor -1.1, GSIS activator 10.6 and FN deposition inh -5.0.
Screening COc1ccc(NC(=S)NCCNC(C)=O)cc1 returned Cneo AK release -0.4, PglD DTNB 5.5, CFTR F508del cor -2.0, GSIS activator -9.8 and FN deposition inh -7.0.
Screening Cc1ccc(C(=O)NCC(=O)OC(C)C(=O)Nc2ccc(N3CCOCC3)cc2)s1 (stereo not drawn) returned PGC1a acetyl inh -10.1, miR122 inh 4.4, C2C12 statin -3.1, Cneo AK release 0.7, PglD DTNB 1.0, CFTR F508del cor -0.1, GSIS activator -5.4 and FN deposition inh 2.5.
For OC[C@@H]1CN(Cc2ccco2)C[C@H](n2cnc3c(N4CCOCC4)ncnc32)O1 the results were miR122 inh -8.9, C2C12 statin 4.3, Cneo AK release -1.8, PglD DTNB 4.7, CFTR F508del cor 0.2, GSIS activator 21.5 and FN deposition inh -6.2.
For COc1ccc(NC(=O)CC2CCCC2)cc1S(=O)(=O)N1CCCCC1 the results were miR122 inh 17.2, C2C12 statin 9.6, GSIS activator -6.4 and FN deposition inh -3.8.
Screening O=C(O)CSc1nnc(-c2ccc(Cl)cc2)n1-c1ccccc1 returned PGC1a acetyl inh -4.1, miR122 inh -5.3, C2C12 statin 5.4, Cneo AK release -1.3, PglD DTNB -9.7, CFTR F508del cor 0.6, GSIS activator -5.4 and FN deposition inh -6.3.
For Cc1cc(Nc2ccc(C(C)C)cc2)n2ncnc2n1 the results were PGC1a acetyl inh 1.6, miR122 inh 0.6, C2C12 statin 14.7, Cneo AK release -9.8, PglD DTNB -4.9, CFTR F508del cor 0.5, GSIS activator -11.2 and FN deposition inh 6.2.
CCC(=O)Nc1ccc2c(c1)OC[C@@H](C)N(Cc1cncnc1)C[C@@H](C)[C@@H](OC)CN(C)C2=O was read as PGC1a acetyl inh 3.3, miR122 inh -2.5[16.7 µM], C2C12 statin -8.2, Cneo AK release -2.0, PglD DTNB 2.7, CFTR F508del cor -0.6, GSIS activator 5.2 and FN deposition inh 1.0.
For COc1ccc(NC(=O)C(CC(C)C)NC(=O)c2ccccc2C)cn1 (stereo not drawn) the results were PGC1a acetyl inh -1.5, miR122 inh 2.8, C2C12 statin 26.2, Cneo AK release -0.7, PglD DTNB 10.3 and FN deposition inh 3.3.
COc1ccc(C(=O)CN2CCN(CCN3C(=O)c4cccc5cccc(c45)C3=O)CC2)cc1 was read as PGC1a acetyl inh 5.7, miR122 inh -8.4, Cneo AK release 7.4, PglD DTNB -2.0, CFTR F508del cor 2.0, GSIS activator -7.0 and FN deposition inh 1.0.
`COCCCNC(=O)c1cc2c(s1)CS(=O)(=O)C2` gave PGC1a acetyl inh -2.7, miR122 inh 6.4, C2C12 statin -7.3, Cneo AK release 1.8 and PglD DTNB 4.8.
For CN(C[C@H]1N[C@@H](CO)[C@@H]1c1ccc(C2=CCCC2)cc1)C(=O)c1ccc(F)cc1 the results were PGC1a acetyl inh 78.8*, miR122 inh -35.7[16.7 µM], C2C12 statin -451.8, Cneo AK release 3.2, PglD DTNB 5.6, CFTR F508del cor 6.2, GSIS activator 4.9 and FN deposition inh -25.5.
CO[C@@H]1CN(C)C(=O)c2cc(NC(C)=O)ccc2OC[C@@H](C)NC[C@@H]1C was read as PGC1a acetyl inh 10.7, C2C12 statin -3.4, Cneo AK release -5.3, PglD DTNB 1.6, CFTR F508del cor -3.8 and GSIS activator -0.6.
For O=C1CCCN1CC(CN1CCOCC1)Sc1nc2ccccc2c(=O)n1-c1ccccc1 (stereo not drawn) the results were C2C12 statin -9.3, Cneo AK release 3.7, PglD DTNB -3.8 and GSIS activator -1.2.
Screening CCOc1ccc(N(CC(=O)NC(C)(C)C)S(=O)(=O)c2c(C)noc2C)cc1 returned PGC1a acetyl inh -16.1, miR122 inh 0.7, C2C12 statin -0.2, Cneo AK release 0.5, PglD DTNB -0.6, CFTR F508del cor 4.0, GSIS activator -18.3 and FN deposition inh -6.3.
For COc1ccc(Cc2c(-c3ccc(F)cc3)nc3c(C)cc(Br)cn23)c(C)c1 the results were PGC1a acetyl inh 5.8, miR122 inh -1.5, C2C12 statin 26.4, Cneo AK release 0.8, PglD DTNB 1.2, CFTR F508del cor 2.2 and FN deposition inh -3.6.
`CCc1ccc(S(=O)(=O)NCc2csc(-c3ccccc3)n2)s1` gave PGC1a acetyl inh 3.8, miR122 inh 4.4, C2C12 statin 9.1, Cneo AK release -1.4, PglD DTNB 11.5 and GSIS activator 1.6.
Screening CC(C)CNC(=O)COC(=O)c1cc(S(=O)(=O)N(C)C)ccc1N1CCCC1 returned PGC1a acetyl inh 1.2, CFTR F508del cor 2.9, GSIS activator -1.1 and FN deposition inh 2.4.
For CO[C@@H]1CN(C)C(=O)c2ccc(NC(=O)C3CCCC3)cc2OC[C@@H](C)N(Cc2nccs2)C[C@H]1C the results were PGC1a acetyl inh -5.9, C2C12 statin -7.4, Cneo AK release -1.0, PglD DTNB -2.3, CFTR F508del cor 1.8, GSIS activator -18.4 and FN deposition inh 2.7.
